XIAP antagonists: XIAP antagonists, biochemical, IAP family, fluorescence polarization (AID 1018) | XIAP BIR domain, fluorescence polarization peptide displacement; higher % means a stronger effect | displacement, % at 20 µM, or IC50 in µM where a hit was titrated | actives 0.007% (n = 200,000); in the data active = displacement above about 50%; also: a part of the inactive calls stands beside numbers as strong as those of hits
M1AAP inhibition: P. falciparum M1AAP inhibitors, biochemical, fluorogenic H-Leu-NHMec substrate, 1536-well (AID 1445); recombinant M1AAP, H-Leu-NHMec fluorogenic kinetic assay; higher % means a stronger effect; one-dose inhibition, % at 30 µM; IC50 in µM for titrated hits; actives 0.42% (n = 220,000);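 active = primary inhibition above the hit cutoff, then over 50% inhibition at one or more dose response concentrations, cut at about 23% in these data, passing the limit was not always enough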;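 also: plate controls were DMSO full reaction for no effect and no enzyme background for full effect; strong numbers were not always called active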
PMI inhibitors: MPI enzyme activity inhibition – biochemical, fluorescence intensity, coupled assay, primary screen (AID 1209). inhibition, % at 20 µM, or IC50 in µM where a hit was titrated. purified PMI enzyme, coupled fluorescence intensity; higher % means a stronger effect. actives 0.42% (n = 190,000);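 also: plate controls were DMSO vehicle for no effect and wells lacking substrate for full effect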
CSM14.1 death rescue: rescue of cells from ER stress-induced death, primary screen, 384-well, CSM14.1, thapsigargin, ATP luminescence (AID 1222) | 190,000 tested, under 10 active | CSM14.1 thapsigargin-induced death rescue, ATP luminescence; higher % means a stronger effect | one-dose cellular ATP content (survival), % at 20 µM; EC50 in µM for titrated hits;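 active = EC50 below 50 µM in the dose-response confirmation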;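 also: death triggered by thapsigargin at about 15 µM added after 2 h compound pretreatment; cell ATP read after overnight thapsigargin exposure of roughly 18 to 22 hours; normalized against plate controls of thapsigargin alone and 5% DMSO vehicle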
TNAP activation fold: human TNAP enzyme activators, primary screen, biochemical, luminescent, no phosphate acceptor, uHTS (AID 1001); actives 0.03% (n = 200,000); one-dose activation fold at 20 µM; EC50 in µM for titrated hits; purified TNAP, luminescent activation assay, no phosphate acceptor; higher activation fold means a stronger effect; in the data active = activation fold from about 3, or a potency from the dose series; inactive = the rest, 99 in 100 with activation fold below about 1.6; also: many of its hits are not listed in these tables
PMI inhibition: MPI inhibition at elevated mannose 6-phosphate – biochemical, fluorescence intensity, high mannose 6-phosphate, primary screen (AID 1220) | recombinant PMI enzyme, coupled fluorescence intensity; higher % means a stronger effect | inhibition, % at 20 µM; hits with a dose series show IC50 in µM | actives 0.66% (n = 190,000)
Myeloid diff MLP: myeloid differentiation induction | ER-HoxA9 myeloid progenitors, lysozyme-GFP differentiation, flow cytometry | AID 624256 | actives 1% (n = 360,000) | calls only at 10 µM;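 active = normalized GFP-positive differentiation at or above the plate's own cutoff, the solvent-only control mean plus 3 SD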;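 also: cells exposed to compound for four days before flow analysis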
LYP phosphatase: inhibitors of LYP phosphatase, biochemical, fluorescence intensity, uHTS (AID 1779). recombinant LYP phosphatase, fluorescence intensity; higher % means a stronger effect. one-dose inhibition, % at 11.5 µM; IC50 in µM for titrated hits. actives 0.054% (n = 290,000);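 also: plate controls were vehicle with enzyme for no effect and no enzyme for full effect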
M17LAP inhibition: P. falciparum M17LAP inhibitors, primary screen, biochemical, fluorogenic H-Leu-NHMec substrate, 1536-well (AID 1619); recombinant M17LAP, H-Leu-NHMec fluorogenic kinetic assay; higher % means a stronger effect; inhibition, % at 30 µM; hits with a dose series show IC50 in µM; actives 0.38% (n = 220,000);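 active = compound inhibiting the enzyme by more than half at any dose during confirmatory dose-response retesting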;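 also: plate controls were full reaction with DMSO carrier for no effect and no enzyme background for full effect; strong numbers were not always called active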
Myeloid diff MLP GFP+ MAC1+ %: second read-out of Myeloid diff MLP, no call of its own (marks repeat the call); GFP+ MAC1+ double positive, %; measured here: differentiation confirmed by MAC1 staining
* marks the source's active call; other numbers are inactive results; i = inactive; . = not tested or not shown; + = active, no number. Rule as the data show it, unless noted: active = inhibition above about 50%; inactive = the rest. Compounds as they come. About 2.7% of those tested had a hit in this group.

SMILES	XIAP antagonists	M1AAP inhibition	PMI inhibitors	CSM14.1 death rescue	TNAP activation fold	PMI inhibition	Myeloid diff MLP	Myeloid diff MLP GFP+ MAC1+ %	LYP phosphatase	M17LAP inhibition
CCOc1cc(C2C(C#N)=C(N)OC(C)=C2C(C)=O)cc(Br)c1O (stereo not drawn)	0.2%	16.1%	6.6%	.	0.9	4.2%	i	2.0	-4.3%	11.2%
CC(=O)Nc1ccc(C(=O)CS(=O)(=O)c2ccc(C)cc2)cc1	-2.2%	9.8%	7.4%	1.2%	1.1	5.9%	i	0.7	5.4%	2.6%
CCOc1ccc(-n2c(SCc3ccc([N+](=O)[O-])cc3)nnc2-c2ccccc2)cc1	-1.3%	0.3%	18.2%	-0.7%	1	12.4%	i	1.4	6.7%	0.9%
CC(NC(=S)NCCN1CCOCC1)C12CC3CC(CC(C3)C1)C2 (stereo not drawn)	-3.3%	4.4%	-5.1%	1.8%	1	-9.8%	i	0.2	0.3%	4.0%
O/N=C(\c1ccccn1)C1CC1c1ccccc1 (stereo not drawn)	-4.8%	-2.2%	-7.1%	.	0.6	-12.3%	i	0.2	-2.0%	18.0%
Cc1ccc(Cn2nnc3c(=O)n(CC(=O)NCC4CCCO4)cnc32)cc1 (stereo not drawn)	-5.6%	-0.3%	6.0%	-0.8%	1.1	2.4%	i	1.6	-4.6%	-0.5%
Cc1nn(Cc2ccccc2)c(Cl)c1C(=O)OCc1nnc(-c2ccc(Cl)cc2)o1	9.9%	-9.0%	9.3%	3.4%	1.1	4.8%	+	2.0*	-1.5%	-0.5%
COc1cccc(C(=O)NC(C)c2ccc(Br)cc2)c1 (stereo not drawn)	-3.1%	-8.2%	8.0%	0.0%	1.1	15.0%	i	0.7	2.7%	-12.1%
COc1ccc(NC(=O)Cn2nnc(C(=O)NCc3ccccc3)c2N)cc1Cl	-12.5%	-0.1%	-0.9%	-1.9%	1.1	-4.0%	i	0.7	0.0%	11.4%
CCOc1cnc(-c2c(-c3ccccc3Cl)noc2C)o1	-2.1%	3.7%	-2.2%	-0.6%	1.1	-1.3%	i	0.1	2.1%	1.9%
Cc1ccc(NC(=O)c2nnn(-c3cccc(C(F)(F)F)c3)c2N)cc1	-3.5%	-0.5%	-16.7%	-2.1%	1	-11.9%	i	0.2	1.7%	-6.9%
Cc1nn(C(C)c2n[nH]c(=S)n2-c2cccc(Cl)c2)c(C)c1[N+](=O)[O-] (stereo not drawn)	-7.2%	5.5%	11.4%	-2.8%	0.9	13.1%	i	2.0	-6.6%	18.1%
O=C(Cc1ccccc1)NN1C(=O)c2ccccc2C1=O	-4.4%	-1.1%	-5.4%	-0.8%	1	-6.7%	i	0.1	-2.2%	23.7%
COCCNC(=O)C(OC(=O)C1=Cc2ccccc2OC1)C(C)C (stereo not drawn)	-3.5%	.	10.8%	-1.0%	1	3.3%	i	1.1	-7.3%	.
O=C(O)CCn1cc(C(=O)O)c(-c2ccccc2)n1	.	7.7%	.	.	.	.	i	0.3	-4.2%	9.7%
CC(=O)Nc1ccc(S(=O)(=O)Nc2nc3ccc([N+](=O)[O-])cc3s2)cc1	-9.8%	12.0%	-48.0%	-1.6%	0.9	-40.5%	i	0.1	-2.7%	46.7%
Cc1cccc(Nc2nc(N)nc(CN3CCN(c4ccc(F)cc4)CC3)n2)c1	-3.4%	1.7%	0.7%	-1.6%	0.9	7.6%	i	0.8	4.1%	7.5%
COc1cccc(-n2c(=S)sc3c(=O)n(-c4ccccc4OC)c(=S)[nH]c32)c1	-11.4%	13.1%	-13.4%	-1.1%	1.1	-13.5%	i	0.7	2.1%	6.8%
O=C(Nc1ccccc1)N1CCN(c2ccc(C(F)(F)F)cn2)CC1	-7.3%	16.5%	2.0%	-0.9%	1.1	2.0%	i	0.6	2.2%	18.5%
COc1ccc(C(=O)NCc2ccc(Cl)c(Cl)c2)cc1OC	-3.4%	-3.2%	2.4%	0.7%	1	-0.1%	i	0.5	-8.9%	-4.6%
CCOC(=O)c1nnc(-c2ccccc2)nc1NC	-7.8%	5.1%	9.8%	4.4%	1.1	7.6%	i	2.9	-9.7%	12.3%
O=C(COC(=O)c1cncc(Br)c1)NCCC1=CCCCC1	-3.6%	10.5%	-8.3%	-2.1%	1.1	-15.5%	i	1.0	-0.1%	5.4%
Cc1ccc2nc(Nc3nc(C)cc(-c4ccccc4)n3)[nH]c(=O)c2c1	.	5.0%	.	.	.	.	i	0.2	8.1%	-7.3%
Cc1cc(C[n+]2cc(Br)ccc2N)c2ncccc2c1	.	0.8%	.	.	.	.	i	1.3	-8.1%	-3.5%
Nc1nnc(-c2cc3ccccc3oc2=O)s1	-4.2%	9.5%	10.9%	.	1.1	7.4%	i	1.2	0.2%	-2.4%
CCCc1cc(=O)[nH]c(SCC(=O)NCCC2=CCCCC2)n1	-7.1%	0.7%	-7.1%	0.4%	1.1	-1.4%	i	0.0	-2.9%	-2.7%
COCCCNC(=O)CCc1c(C)nc2c(-c3ccc(F)cc3)c(C)nn2c1C	.	3.5%	.	.	.	.	i	0.3	-2.3%	0.2%
O=C(CSc1nnnn1C1CCCC1)Nc1ccccc1N1CCOCC1	-4.3%	7.4%	-1.4%	4.4%	1	-2.8%	i	0.8	-9.8%	-0.5%
CSc1nnc(C)c(=O)[nH]1	-3.8%	-5.3%	-15.3%	-1.7%	1	-19.3%	i	0.7	-0.2%	-4.5%
COc1ccccc1/C=N/NC(=O)c1nnn(-c2nonc2N)c1CSC1=NCCS1	-7.2%	-2.2%	29.8%	-2.9%	1.2	24.2%	i	0.5	9.6%	-5.8%
COc1cc2c(cc1OC)C1=C(C#N)CCC(=NC(=O)c3ccc(Cl)cc3)N1CC2	-3.6%	8.7%	3.1%	1.1%	1	3.0%	i	2.4	-2.5%	13.9%
CCn1c(Oc2ccc(F)cc2)nc2c1c(=O)n(C)c(=O)n2C	-3.2%	4.0%	-3.9%	1.0%	1	0.6%	i	0.3	-8.6%	13.1%
CC1CC(C)(C)NC(=S)N1CCCC(=O)Nc1ccccc1F (stereo not drawn)	-2.8%	6.9%	0.6%	-0.9%	1.1	7.7%	.	.	-4.5%	13.0%
CCOc1ccc(CCNC(=O)C2=C(C)C(=O)OC23CCC(C)CC3)cc1OCC (stereo not drawn)	-0.3%	0.9%	0.3%	0.5%	1.1	2.1%	i	0.1	-7.5%	0.3%
O=c1c2sccc2nc(SCc2cc(=O)n3cc(Cl)ccc3n2)n1Cc1ccccn1	0.2%	13.2%	3.4%	-10.2%	1	1.1%	i	1.6	-4.0%	20.7%
Cc1nn(CC(=O)OC(C)C(=O)Nc2ccccc2[N+](=O)[O-])c(C)c1[N+](=O)[O-] (stereo not drawn)	-8.3%	7.6%	-9.1%	-2.5%	1.1	-16.0%	i	1.0	-7.3%	11.1%
CCOC(=O)C1CCCN(c2c(NCCc3ccccc3)c(=O)c2=O)C1 (stereo not drawn)	.	1.1%	.	.	.	.	i	0.4	1.5%	-4.0%
COc1ccc(CC(NC(C)=O)C(=O)NC2CCN(C(=O)Nc3ccc(Cl)cc3)CC2)cc1OC (stereo not drawn)	-4.5%	1.0%	-0.5%	-2.2%	1	-1.0%	i	0.0	-5.2%	-8.0%
O=C(CN1C(=O)c2cccc3cccc(c23)C1=O)N1CCN(Cc2ccc3c(c2)OCO3)CC1	-6.7%	3.9%	-1.3%	-1.1%	1	-2.4%	i	9.9	0.5%	1.4%
CCC(C)(C)NC(=O)CN(C(=O)c1snc(C(N)=O)c1N)c1ccc2c(c1)OCCO2	-7.1%	7.9%	-2.4%	0.7%	1.1	-5.9%	i	7.5	4.6%	7.3%
COC(=O)C(O)(CC(=O)Nc1cc(OC)c(OC)c(OC)c1)C(F)(F)F (stereo not drawn)	-9.2%	3.7%	4.8%	-4.8%	1.1	19.6%	i	0.2	-2.6%	2.9%
CCOc1cccc(C(=O)Nc2cccc(-c3nc4ncccc4o3)c2C)c1	-1.6%	5.2%	7.2%	.	1.1	7.1%	i	0.3	2.4%	-0.2%
Cn1nnnc1SCCNCc1ccccc1OCc1ccccc1	-1.9%	5.0%	-9.4%	-1.6%	1.1	-13.4%	i	1.5	0.6%	-6.7%
Cc1nonc1OCCNCc1c(C(=O)N(C)C)nc2ccc(Cl)cn12	-9.0%	-7.0%	.	-1.7%	1.1	.	i	0.4	-2.7%	-1.0%
O=C(O)CNC1=NCCCCC1	1.8%	-2.0%	2.6%	-2.0%	1.2	-0.2%	i	8.5	-6.6%	-7.1%
CCOc1cccc(NC(=O)C2CC(=O)NC(=Nc3ccccc3)S2)c1 (stereo not drawn)	-3.4%	4.5%	12.4%	-1.8%	0.9	3.1%	i	0.6	-4.3%	6.1%
COC(=O)C(=C/C(C)=C/c1cccnc1)C(=O)OC	12.3%	13.2%	8.7%	7.1%	1.1	5.8%	i	1.4	-5.8%	18.3%
O=C1CCCC(O)=C1N=Nc1c(Cl)cc(C(F)(F)F)cc1Cl	.	12.3%	.	.	.	.	i	0.5	-8.4%	1.1%

3 entries from above, reformatted.
SMILES | XIAP antagonists | M1AAP inhibition | PMI inhibitors | CSM14.1 death rescue | TNAP activation fold | PMI inhibition | Myeloid diff MLP | Myeloid diff MLP GFP+ MAC1+ % | LYP phosphatase | M17LAP inhibition
O=C(CN1C(=O)c2cccc3cccc(c23)C1=O)N1CCN(Cc2ccc3c(c2)OCO3)CC1 | -6.7% | 3.9% | -1.3% | -1.1% | 1 | -2.4% | i | 9.9 | 0.5% | 1.4%
CCOc1cccc(C(=O)Nc2cccc(-c3nc4ncccc4o3)c2C)c1 | -1.6% | 5.2% | 7.2% | . | 1.1 | 7.1% | i | 0.3 | 2.4% | -0.2%
Cc1nonc1OCCNCc1c(C(=O)N(C)C)nc2ccc(Cl)cn12 | -9.0% | -7.0% | . | -1.7% | 1.1 | . | i | 0.4 | -2.7% | -1.0%

The results go on:
SMILES	XIAP antagonists	M1AAP inhibition	PMI inhibitors	CSM14.1 death rescue	TNAP activation fold	PMI inhibition	Myeloid diff MLP	Myeloid diff MLP GFP+ MAC1+ %	LYP phosphatase	M17LAP inhibition
Cc1c(NS(=O)(=O)c2ccc(N(C)C3CCCCC3)c([N+](=O)[O-])c2)c(=O)n(-c2ccccc2)n1C	-10.0%	4.3%	2.4%	0.3%	1	0.8%	i	1.1	-2.8%	-1.7%
Cc1ccc2[nH]c3c(Cl)ncnc3c2c1	.	-3.3%	.	.	.	.	i	0.8	-5.6%	3.2%
CCn1c(SCc2nc3ccccc3[nH]2)nnc1-c1ccncc1	1.9%	-3.4%	2.7%	-3.0%	1.1	0.0%	i	0.8	-10.7%	-13.5%
Cn1c(SCC(=O)N2CCN(c3ccccc3)CC2)nnc1-c1ccco1	-4.9%	-3.1%	4.2%	-0.9%	1.1	5.7%	i	1.5	-8.2%	-0.7%
CCOc1ccc(OCc2ccc(C(=O)N3CCCC3)o2)cc1	-7.8%	9.6%	19.8%	0.1%	1.2	18.3%	i	12.6	-7.6%	3.3%
CN(C)/C=N/c1sc2c(c1C#N)CC(C)(C)NC2(C)C	-2.4%	8.5%	-4.6%	-3.1%	1.1	4.4%	i	9.3	4.0%	24.2%
